Rev-RRE block: HIV-1 Rev-RRE binding inhibitors, primary screen, biochemical, FRET, protein-RNA interaction | hit rate 0.79% among 97,000 | inhibition, % at 8 µM | Rev peptide-RRE RNA binding;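 active = inhibition above the screen-wide mean plus 3 SD, cut at about 35% in these data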;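 note: 0% = median DMSO wells and 100% = median Neomycin B control wells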
Target sequence (P05866 whole entry, looked up): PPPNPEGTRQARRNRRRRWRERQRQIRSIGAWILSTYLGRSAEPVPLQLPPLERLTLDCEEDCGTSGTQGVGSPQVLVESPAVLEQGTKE
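Assay system: Rev peptide and RRE RNA, both fluorescently labelled; times: 5 min preincubation and 15 min binding, 25 °C; detection: FRET, ex 480 nm, em 540 and 671 nm; read-out basis: % inhibition from 671/540 nm acceptor-to-donor ratio, scaled between controls; benchmarks: DMSO low control, neomycin B high control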
S1P2 ag: S1P2 receptor agonists, primary screen, cell-based; S1P2-expressing cell line, agonist reporter read-out; activation, % at 4.5 µM; hit rate 0.46% among 97,000; AID 729, 2007; in the data active = activation above about 16%;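 note: 0% = vehicle low control and 100% = maximal reference agonist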
Target sequence (O95136 whole entry, looked up): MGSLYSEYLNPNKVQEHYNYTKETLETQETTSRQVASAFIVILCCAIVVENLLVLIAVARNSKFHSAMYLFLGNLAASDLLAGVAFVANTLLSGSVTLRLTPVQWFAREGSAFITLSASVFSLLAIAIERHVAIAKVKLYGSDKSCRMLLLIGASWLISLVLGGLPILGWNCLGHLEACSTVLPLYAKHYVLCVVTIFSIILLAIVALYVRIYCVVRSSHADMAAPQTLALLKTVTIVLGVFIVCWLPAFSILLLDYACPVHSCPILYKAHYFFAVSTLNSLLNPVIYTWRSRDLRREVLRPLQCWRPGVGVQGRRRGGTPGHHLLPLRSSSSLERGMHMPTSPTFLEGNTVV
FAK inh: FAK kinase inhibitors, primary screen, biochemical. Focal adhesion kinase 1 (Homo sapiens), Q05397. biochemical FAK kinase activity assay. inhibition, %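 (tested at 7 µM)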. hit rate 0.84% among 97,000; in the data active = inhibition above about 19%;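 note: 0% = DMSO and 100% = reference compound high control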
PostGolgi ctrl: growth inhibition of yeast control strain, primary screen, counter-screen for post-Golgi transport modulator project | efflux-deficient yeast background strain, growth absorbance A615, 16 h | hit rate 5% among 98,000 | inhibition, % at 10 µM
S1P2 blocker: human S1P2 receptor antagonists, primary screen, cell-based; cell-based S1P2 antagonist assay, inhibition at 5 uM; inhibition, % at 5 µM; hit rate 0.21% among 97,000; in the data active = inhibition above about 45%;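 note: CRE beta-lactamase reporter cells expressing human S1P2 stimulated with S1P; 0% = agonist at EC80 alone and 100% = agonist plus reference antagonist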
PTPN22 inh 2: PTPN22 phosphatase inhibitors, primary screen, biochemical, DiFMUP fluorescence, 2 µM. Tyrosine-protein phosphatase non-receptor type 22 (Homo sapiens), Q9Y2R2. recombinant LYP catalytic domain. inhibition, % at 2 µM. hit rate 0.21% among 96,000;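 active = inhibition at 2 µM at or above a set limit, the screen mean plus 3 SD, cut at about 24% in these data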;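 note: 0% = DMSO with enzyme and 100% = enzyme fully blocked by orthovanadate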
PTPN22 act: LYP phosphatase activators, primary screen, biochemical, DiFMUP fluorescence, 2 µM | Tyrosine-protein phosphatase non-receptor type 22 (Homo sapiens), Q9Y2R2 | recombinant LYP; 0 = plate median, 100 = signal doubled | activation, % at 2 µM | hit rate 0.11% among 96,000 | AID 697, 2007;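 active = activation at 2 µM above a set limit, the mean plus 5 SD, cut at about 37% in these data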
EphB4 antag: EphB4-ephrin-B2 interaction antagonists, primary screen, biochemical, TNYL-RAW peptide probe, fluorescence polarization; Ephrin type-B receptor 4 (Homo sapiens), P54760; EphB4 LBD / TNYL-RAW-Alexa532 peptide; inhibition, % at 7 µM; hit rate 0.15% among 97,000;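 active = inhibition above the screen-wide mean inhibition plus 3 SD, cut at about 15% in these data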;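 note: 0% = DMSO wells and 100% = excess unlabeled TNYL-RAW peptide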
PostGolgi yeast: phenotypic screen on post-Golgi transport, primary screen; post-Golgi transport phenotypic cell assay; inhibition, % at 10 µM; hit rate 0.9% among 98,000;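 note: yeast cells grown in 1536-well plates; yeast grown about 18 h at 30C before absorbance read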
* hit, by the source's call; . = no result given. Cut-off read from the data, not from the text of the source, unless noted: active = inhibition above about 30%; inactive = the rest. Compounds as they come; overall some 7% were active at least once.

SMILES	Rev-RRE block	S1P2 ag	FAK inh	PostGolgi ctrl	S1P2 blocker	PTPN22 inh 2	PTPN22 act	EphB4 antag	PostGolgi yeast
O=C(c1ccc(COc2c(F)c(F)cc(F)c2F)o1)N1CCN(c2ccccc2)CC1	0.3	-5.4	-4.1	.	13.3	-3.6	10.2	-8.0	.
Cn1c(CNC(=O)c2ccco2)nnc1SCC(=O)N1c2ccccc2Sc2ccccc21	5.4	-4.7	0.3	4.8	-14.1	10.2	-6.7	7.9	3.1
OCCN1CN=C(Nc2nc3ccccc3s2)NC1	4.1	-6.2	-1.8	1.6	10.3	-3.0	0.7	3.5	-8.2
Cc1ccc(CSc2nc3c(cc2C#N)CCC3)cc1	3.4	-4.4	-160.2	5.4	8.2	-0.1	1.9	10.3	-6.5
CCC1CCCCN1CCCNC(=O)Cn1nc(-c2ccccc2)ccc1=O (stereo not drawn)	-2.0	-1.2	0.9	-3.2	0.4	8.2	-7.0	-1.8	1.0
N#Cc1c(N)c(C(=O)c2ccc(Cl)cc2)n2c1CCC2	7.9	-9.4	1.4	4.9	4.4	-6.4	6.0	-0.1	0.5
CCc1ccc2c(c1)C1(NN=C(c3ccc(C)cc3)S1)C(=O)N2 (stereo not drawn)	-1.2	-1.8	-0.6	.	15.9	0.9	-0.4	12.2	.
O=S(=O)(NC1CC1)c1ccc(S(=O)(=O)N2CCN3CCCC3C2)cc1 (stereo not drawn)	4.7	-4.7	3.9	8.6	10.9	10.0	-11.3	3.1	7.0
COc1ccc(NC(=O)NCc2cccnc2)cc1OC	12.9	-4.0	-1.5	3.8	-5.3	-2.6	2.1	3.8	-6.5
C=CCn1c(C(C)NC(=O)CC)nc2ccccc21 (stereo not drawn)	0.0	-3.8	-4.4	-6.7	-1.1	-8.8	8.0	-2.7	-2.4
COc1cnc(-c2ccccn2)nc1Sc1ccc(Cl)cc1	5.0	-3.3	3.2	34.6*	7.8	29.9*	-27.6	-1.9	3.2
O=C(Nc1cnn(Cc2ccc(Cl)cc2)c1)c1cnccn1	7.4	-0.9	-0.2	1.2	-18.5	-4.2	-1.0	-1.3	-3.1
Cc1nnc(SCc2cc(=O)n3[nH]cnc3n2)s1	13.4	-6.2	-2.2	2.0	-0.1	4.4	-3.5	7.1	-3.9
O=C(Nc1nnc(COc2ccccc2)s1)c1ccco1	6.5	-7.3	1.5	23.7	-1.2	2.9	-2.5	-6.2	-5.7
Clc1ccc2c(c1)C(c1cccs1)=NNC(c1cccnc1)=N2	0.1	-1.1	2.9	-4.5	-6.2	-8.0	10.7	-11.8	22.4
CCn1c(CNc2ccccc2Cl)nnc1SCC(=O)OC1CCCCC1	4.6	-8.8	2.1	17.5	5.2	-8.3	7.9	-9.7	0.0
CCCN(CCC)c1ncnc2c1cnn2-c1ccc(OC)cc1	7.4	-6.7	6.1	21.3	-10.8	-6.9	1.6	-8.1	2.6
C=CCn1cc(C(=O)NCC2CCCO2)c(=O)c2cc(S(=O)(=O)N3CCCCCC3)ccc21 (stereo not drawn)	9.5	0.6	0.5	7.6	-3.1	1.7	-3.7	-6.6	7.1
COc1ccc(NCc2ccc3c(c2)OCO3)cc1Cl	2.4	-3.1	0.5	1.8	-15.8	-7.5	3.8	-1.4	13.9
N#CCSC1=Nc2ccccc2C2=NC(CCC(=O)N3CCN(c4ccccc4)CC3)C(=O)N12 (stereo not drawn)	11.1	-3.9	0.7	5.0	-5.2	9.9	-8.0	3.6	-1.7
Cc1ccc(N2CC(C(=O)Oc3cccc(N4C(=O)CCC4=O)c3)CC2=O)cc1 (stereo not drawn)	1.6	-0.8	-0.7	-0.8	-23.0	-4.1	-0.2	-5.4	-1.1
Cc1ccc(C(=O)NCCNS(=O)(=O)c2ccccc2)cc1	4.1	-7.9	0.4	-2.0	6.7	-0.1	-2.2	-4.3	0.8
Cc1cc(NC(=O)CSc2nc3c(c(=O)n2-c2ccc(Cl)cc2)SCC3)no1	6.4	-2.7	0.7	.	20.3	5.8	-3.5	8.7	.
CC(C)Sc1nc2c(cnn2-c2ccc(F)cc2)c(=O)[nH]1	1.6	0.8	0.5	13.3	-9.6	4.0	-4.6	1.5	-0.3
COc1cccc(N(CC(=O)NC2CCCC2)C(=O)Cn2nnc(-c3ccc(C)cc3)n2)c1	4.7	-0.5	4.9	5.2	20.4	-9.1	6.8	4.8	4.2

Single records (already shown):
`O=S(=O)(NC1CC1)c1ccc(S(=O)(=O)N2CCN3CCCC3C2)cc1` (stereo not drawn) reads Rev-RRE block: 4.7; S1P2 ag: -4.7; FAK inh: 3.9; PostGolgi ctrl: 8.6; S1P2 blocker: 10.9; PTPN22 inh 2: 10.0; PTPN22 act: -11.3; EphB4 antag: 3.1; PostGolgi yeast: 7.0
`O=C(Nc1cnn(Cc2ccc(Cl)cc2)c1)c1cnccn1` reads Rev-RRE block: 7.4; S1P2 ag: -0.9; FAK inh: -0.2; PostGolgi ctrl: 1.2; S1P2 blocker: -18.5; PTPN22 inh 2: -4.2; PTPN22 act: -1.0; EphB4 antag: -1.3; PostGolgi yeast: -3.1

(more compounds)
SMILES	Rev-RRE block	S1P2 ag	FAK inh	PostGolgi ctrl	S1P2 blocker	PTPN22 inh 2	PTPN22 act	EphB4 antag	PostGolgi yeast
Cc1cc(C)c2nc(SCC(=O)N3CC(=O)Nc4ccccc43)c(C#N)cc2c1	23.2	0.1	5.0	.	-2.8	-1.7	-0.1	-1.4	.
Cc1ccc(C)c2sc(NC(=O)c3ccc(N4CCCCC4)c([N+](=O)[O-])c3)nc12	15.2	-5.2	-0.7	5.2	3.3	0.4	1.7	3.3	0.3
COc1ccc(CC(=O)Nc2ccc(C(=O)NCC(C)C)cc2)cc1	0.4	-1.7	0.0	-4.1	-4.1	-3.0	2.0	-2.3	1.6
CCOC(=O)C(C)Oc1c(Br)cc(C2NC(=O)NC(C)=C2C(C)=O)cc1OCC (stereo not drawn)	6.8	-2.5	-0.4	17.6	0.5	-1.4	3.8	1.5	1.3
CCOC(=O)N1CCC(NC(=O)c2cccn3c(=O)c4cc(Br)ccc4nc23)CC1	-0.2	-3.3	3.5	16.2	-0.5	-4.1	1.9	-11.3	10.8
CCOC(=O)C1CCN(C(=O)c2sc3nc(-c4ccccc4)cn3c2C)CC1	6.5	-1.4	-1.3	10.3	17.9	7.1	-7.4	3.5	-1.3
Cc1nc2ccccn2c1C(=O)Nc1ccc2c(c1)OCCO2	-5.3	-2.3	3.9	.	-25.4	-9.3	9.9	-2.6	.
Cc1ccc(CNC(=O)CCSCCC(=O)NCc2ccc(C)cc2)cc1	4.5	-3.8	-1.6	-3.9	9.7	6.4	-4.6	4.0	-8.3
O=S(=O)(c1ccccc1)N(C1=NCCS1)S(=O)(=O)c1ccccc1	2.1	-7.6	-10.2	9.7	21.8	6.9	-7.2	3.6	10.7
N#Cc1ccsc1NC(=O)CN1CCN(c2ccccn2)CC1	3.1	-13.0	0.4	5.2	-4.2	4.2	-7.0	2.4	-3.8
CC(C)[C@@H]1N[C@]2(C(=O)Nc3ccccc32)[C@@H]2C(=O)N(c3cccc(C(F)(F)F)c3)C(=O)[C@@H]21	21.4	-4.4	7.1	2.3	12.4	-4.0	1.5	5.6	-2.3
Cc1nnc2ccc(Oc3ccc(-c4ccccc4)cc3)nn12	-0.4	-7.7	0.5	9.3	30.3	-8.2	7.1	-2.0	0.3
O=C(O)CCCNCc1ccccc1F	2.9	-4.2	0.0	20.9	8.2	8.8	-10.9	-8.2	-1.0
CCOc1ccc(C(C)=O)cc1N1C(=O)C2C(C1=O)C1C=CC2C12CC2 (stereo not drawn)	-1.9	-0.1	-0.6	-3.7	8.3	-2.6	-0.2	-0.2	-2.1
CC(C)C(c1nnnn1C1CCCC1)N1CCc2ccccc21 (stereo not drawn)	7.0	-3.0	1.4	15.4	1.6	1.3	-1.7	6.9	12.9
COc1ccc(C2OC(=O)CC2C(=O)N2CCN(c3cc(Cl)ccc3C)CC2)cc1OC (stereo not drawn)	-0.9	-1.5	0.3	10.4	-23.6	.	.	-3.6	-0.8
CN(C(=O)CC(NC(=O)c1ccccc1)(c1ccccc1)c1ccccc1)c1ccccc1	10.5	-5.2	-8.3	25.4	7.4	6.6	-4.3	0.7	6.9
O=C(Cn1nc(C(F)F)cc1C(F)F)NNC(=S)Nc1ccc(Cl)cc1	2.5	-4.0	-2.9	2.1	6.2	-1.9	2.5	12.2	-2.7
CCSc1nc(N2CCOCC2)c2ccccc2n1	5.1	1.3	0.4	10.2	-13.0	4.7	-6.0	-1.2	10.6
CCOc1ccccc1N(C(=O)c1ccco1)C(C(=O)NC1CCCC1)c1cccnc1 (stereo not drawn)	5.4	-8.4	-0.2	3.1	16.9	-8.8	11.9	4.1	-1.4
CS(=O)(=O)N(CC(N)=O)Cc1ccc(Cl)cc1	1.2	-1.8	-1.2	-4.2	24.3	6.8	-6.6	-0.1	-8.9
COC(=O)C1=C(C(=O)OC)SC(=C2C(=S)C(C)(C)N(C(=O)CC(C)C)c3ccccc32)S1	-2.5	-0.8	-1.0	7.2	-9.6	-1.1	1.0	-4.5	0.2
O=C(NCC1CCCO1)c1nn2c(c1Cl)NC(c1ccc(F)cc1)CC2C(F)(F)F (stereo not drawn)	1.1	-2.4	-1.7	2.1	17.5	5.9	-7.2	2.6	-6.5
CCOc1c(N2CCCCC2)c(=O)c1=O	5.4	-2.1	-5.4	5.2	14.2	-1.3	-1.4	-2.5	-4.1
Cn1c(=O)n(C)c(=O)n(CC(=O)N2CCCCC2)c1=O	4.7	-1.0	-1.0	-0.1	-265.9	-2.8	3.3	-4.5	6.6
Additional records.
SMILES	Rev-RRE block	S1P2 ag	FAK inh	PostGolgi ctrl	S1P2 blocker	PTPN22 inh 2	PTPN22 act	EphB4 antag	PostGolgi yeast
CCOc1ccccc1N1C(=O)c2cccnc2C1=O	2.8	-2.6	-8.5	6.7	10.4	-2.6	-0.7	-4.5	5.3
C=CCSc1nc(C)c2cc(C)cc(C)c2n1	13.5	-3.8	0.8	0.9	0.7	13.1	-10.8	-2.4	5.6
c1ccc(-n2ncc(-c3nn[nH]n3)n2)cc1	3.4	-5.0	-1.5	10.2	-13.4	-3.8	4.3	6.8	2.4
COc1ccc(C2N=C(N)N=C(N)N2c2ccc(C)cc2)cc1 (stereo not drawn)	-9.6	-6.2	-1.9	-1.0	15.3	-1.9	2.6	6.7	-5.6
Cc1ccc(C(=O)OCC(=O)Nc2cc(F)ccc2F)cc1NC(=O)c1ccco1	-2.0	-7.4	-2.0	-6.2	-5.4	0.7	-2.2	-1.6	-0.2
CCC1(C)OC(=O)N(CCCn2ccnc2C)C1(C)O (stereo not drawn)	4.6	-1.5	-3.2	-3.9	-8.2	-7.5	11.6	-0.6	0.8
Cc1ccc(-c2cc(C(F)F)nc(NCC3CCCO3)n2)cc1 (stereo not drawn)	10.0	4.3	5.9	32.0*	-10.2	2.5	-6.8	-6.1	6.5
CCOC(=O)C1=C(C)Nc2nnnn2C1c1cccc(OC)c1OC (stereo not drawn)	-1.3	-2.4	-2.4	21.4	1.3	-3.3	1.7	-1.0	-0.6
Cc1ccc2cc(CN(Cc3cccs3)Cc3nnnn3CC3CCCO3)c(=O)[nH]c2c1 (stereo not drawn)	6.6	-4.7	-0.1	6.7	-0.3	-13.1	13.5	-9.4	-3.9

Fetched one by one from the list above (two):
SMILES	Rev-RRE block	S1P2 ag	FAK inh	PostGolgi ctrl	S1P2 blocker	PTPN22 inh 2	PTPN22 act	EphB4 antag	PostGolgi yeast
O=C(O)CCCNCc1ccccc1F	2.9	-4.2	0.0	20.9	8.2	8.8	-10.9	-8.2	-1.0
c1ccc(-n2ncc(-c3nn[nH]n3)n2)cc1	3.4	-5.0	-1.5	10.2	-13.4	-3.8	4.3	6.8	2.4

Screening results deposited in PubChem by several laboratories.
